PriA SSB inh: blocks PriA binding to SSB C-terminal tail; 0.6% of 430,000 active; AID 1272365; inhibition, % at 33 µM; AlphaScreen SSBct-PriA binding, biotinylated peptide; in the data active = inhibition mostly above about 37%, no sharp cut-off; inactive = mostly below about 20%;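 also: plate controls were negative control peptide for no effect and reference peptide for full effect; strong numbers were not always called active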
* hit, by the source's call; & = joins results of further samples. The list is partial (hit frequency here may not be typical).

Start of the listing, in advance, three compounds:
Molecule	PriA SSB inh
O=C(Cn1nnc(-c2ccccc2)n1)NN=Cc1cccc([N+](=O)[O-])c1	-6.0
NC(=O)c1ccnc2nc[nH]c12	-9.0
CCc1c(C)nc2n(c1=O)CC(C(=O)NCc1ccccc1OC(F)(F)F)CS2 (stereo not drawn)	-16.0

The list itself, from the first entry:
Molecule	PriA SSB inh
O=C(Cn1nnc(-c2ccccc2)n1)NN=Cc1cccc([N+](=O)[O-])c1	-6.0
NC(=O)c1ccnc2nc[nH]c12	-9.0
CCc1c(C)nc2n(c1=O)CC(C(=O)NCc1ccccc1OC(F)(F)F)CS2 (stereo not drawn)	-16.0
CN1CCN(N=Cc2ccc(-c3ccc([N+](=O)[O-])cc3Cl)o2)CC1	7.4
Cc1cnn(-c2cc(NN=Cc3ccc(F)cc3)ncn2)c1	-18.4
O=C(Nc1ccc(OCc2ccccc2)cc1)c1cn[nH]n1	-12.0
O=C1C=CC(=O)C(c2ccc(Br)cc2)=C1	45.0
Cc1nc(Nc2cccnc2)sc1C(=O)O	-6.0
Cc1cc(C)c([N+](=O)[O-])cc1-c1ccc(C=NNC(=O)c2nonc2N)o1	-7.0
Nc1cc(N2CCCCC2)ccc1N1CCCCC1	71.8
CC(C)(C)C(=O)C=c1[nH]c(=O)c(=Cc2ccc(C#N)cc2)s1	1.8
O=C(Cn1c(-c2ccncc2)nc2ccccc21)Nc1cccc(C(F)(F)F)c1	4.0

The list goes on.
Molecule	PriA SSB inh
O=C(COc1cccc2ccccc12)Nc1ncc(-c2ccc([N+](=O)[O-])cc2)s1	-3.0
COc1ccc(Cl)cc1NC(=O)Cn1c(C)nc2c(sc3cccc(F)c32)c1=O	-41.0
O=C(NCCCn1ccc2cccnc21)C1CC(=O)N(c2ccc(F)cc2)C1 (stereo not drawn)	4.0
Cc1noc(C)c1CCC(=O)NCCn1nc(-c2cccnc2)n(C2CC2)c1=O	-6.0
CCS(=O)(=O)C1CN(C(=O)[C@H](C)Oc2ccc3c(c2)OCO3)C1	-7.0
O=C(NCCC1=CCCCC1)c1nc(-c2cnccn2)no1	-16.0
COC(=O)C(=O)CC(=O)c1ccc(OC)cc1OC	-3.0
COc1ccccc1CCNC(=O)c1csc(Nc2ccc(S(C)(=O)=O)cc2)n1	6.0
COc1cccc(CNC(=O)Cn2cnc3c(-c4cccc(C)c4)nsc3c2=O)c1OC	-20.0
CSc1ccccc1C(=O)NCC1CC(=O)N(c2ccc(C)cc2)C1 (stereo not drawn)	-10.0
COC(=O)NN=Cc1cc(C)n(-c2cccc3ccccc23)c1C	21.7
CC1CCCN(c2nc(N)c([N+](=O)[O-])c(NCc3ccccc3)n2)C1 (stereo not drawn)	-17.0

The list goes on.
Molecule	PriA SSB inh
COc1cccc(CC(=O)NCCC(O)c2cccc3ccccc23)c1 (stereo not drawn)	4.0
CC(=NNC(=S)NC(C)C)c1ccco1	-7.8
O=C(Nc1cccc(C(F)(F)F)c1)C(=O)Nc1ccc2c(c1)OCCO2	5.0
COc1ccc2cc(C(=O)N3CCC(Oc4ncccc4C#N)CC3)[nH]c2c1	1.0
O=C(NN=C1CC(c2ccccc2)Oc2ccccc21)c1ccc(O)cc1 (stereo not drawn)	4.8
CCCNS(=O)(=O)c1ccc(F)c(C)c1	-7.0
Cc1nc(NC(=O)c2ccc(Br)cc2)sc1C	-14.0
C(=Nc1nc2ccccc2n1CCN1CCOCC1)c1cccs1	-13.8
CC(=NNC(=O)CNC(=O)CCc1ccccc1)c1ccc(Cl)cc1	-2.6
CCN(CC)CCNC(=O)C(=NO)c1ccccn1	-4.2
O=C(NC(c1cccnc1)C1CCOCC1)c1ccc(C(F)(F)F)nc1 (stereo not drawn)	-9.0
CC(=NNC(=O)COc1ccc(C)cc1[N+](=O)[O-])c1cccs1	-12.5

Later entries.
Molecule	PriA SSB inh
COc1ccc(C2C(=C(O)c3ccc4c(c3)CC(C)O4)C(=O)C(=O)N2CCN2CCOCC2)cc1OC (stereo not drawn)	-17.2
COCC(C)(O)CNC(=O)c1cc(C2CC2)on1 (stereo not drawn)	4.0
Cc1cn2nnc(C(=O)N3CCSCC3)c2c(=O)[nH]1	2.0
CCOc1ccc(C=Nn2c(-c3ccccc3)n[nH]c2=S)cc1	13.0
COC(=O)c1ccc(CON=Cc2cccc([N+](=O)[O-])c2)cc1	-5.0
O=C(Nc1nc(S(=O)(=O)Cc2ccccc2)ns1)c1ccc2c(c1)OCO2	-1.0
COC(=O)c1ccc2nc(NC(=O)Nc3cc(Cl)ccc3OC)sc2c1	-17.0
Cc1ccc(S(=O)(=O)ON=C2CCCc3ccccc32)cc1	-11.7
O=C(NCCS(=O)(=O)N1CCN(C(c2ccccc2)c2ccccc2)CC1)c1ccccc1	-1.0
O=S(=O)(Cc1ccccc1Cl)N1CCC(c2ccsc2)CC1	-11.0
Cc1ccc(NC(=O)CSc2nc(N)c(NC(=O)c3ccc(Br)cc3)c(=O)[nH]2)cc1Cl	-16.0&5.0
CN(C)C(=O)CSc1nc(-c2ccco2)cc(C(F)(F)F)c1C#N	-6.0

Later entries
Molecule	PriA SSB inh
Cc1nc(-c2ccccc2Cl)sc1CNC(=O)Cc1noc2ccccc12	-24.0
COc1cccc(C=NNC(=O)c2cc(C34CC5CC(CC(C5)C3)C4)[nH]n2)c1	-2.2
COc1ccc(S(=O)(=O)Nc2ccc(CN3CCN(c4ccccn4)CC3)cc2)cc1	2.0
Cc1[nH]c(C(=O)NN=Cc2ccc(N(C)C)cc2)c(C)c1C(=O)NN=Cc1ccc(N(C)C)cc1	9.7
C=Cc1ccc(Cn2ccn3nc(-c4ccc(C)c(C)c4)cc3c2=O)cc1	-1.0
COc1ccc(N2CCCS2(=O)=O)cc1NC(=O)c1ccccc1C(F)(F)F	9.0
O=C(CSc1nnc2ccc3ccccc3n12)Nc1cccc(C(F)(F)F)c1	-1.0
O=C(NN=Cc1ccc(-c2ccc([N+](=O)[O-])cc2)o1)c1ccc2c(c1)OCO2	-6.2
COC(=O)c1ccc(NC(=O)NC2(C(F)(F)F)Oc3ccccc3O2)cc1	-5.0
Cc1c(Cl)ccc2sc(NCCCn3ccnc3)nc12	-1.0
O=C(Cc1ccc(Cl)s1)Nc1nnc(-c2ccco2)o1	12.0
COc1ccc(C=NNc2cn[nH]c(=O)c2Cl)cc1	-1.6

(list continues)
Molecule	PriA SSB inh
COc1nccnc1O[C@H]1CCCN(C(=O)c2ccno2)C1	-16.0
COC(=O)c1ccc(C(=O)NC[C@](C)(O)C2CC2)cc1	-11.0
O=C(c1ccc2nsnc2c1)N1CCC(Oc2cnccn2)CC1	-3.0
O=C(Nc1cc(F)ccc1F)C1CCN(c2cc(-n3ccc4ccccc43)ncn2)CC1	7.0
O=C(Nc1cccs1)Nc1nc2c(Br)cccc2s1	-18.0
COC(=O)c1ccc(C(=O)NCCc2csc(-n3cccn3)n2)cc1	-3.0
Cn1cc(NC(=O)NCCC2=CCCCC2)c2ccccc21	35.0
O=C(Cc1csc(SCc2ccc(Br)cc2)n1)Nc1nccs1	1.0
CC(=NNC(=O)COc1cc(C)ccc1C(C)C)C(=O)O	-5.0
Nc1c(C(=O)N2CCCC2)sc2nc(-c3ccco3)c3c(c12)CCCC3	4.0
Brc1ccc(CSc2ncnc3ccccc23)cc1	-29.0
CC1Oc2ccccc2OC1C(=O)Nc1cc(OCc2ccc3c(c2)OCO3)ncn1 (stereo not drawn)	-7.0

More records.
Molecule	PriA SSB inh
CN(C)S(=O)(=O)c1ccc(C(=O)NCC2CCN(C(=O)c3ccoc3)CC2)cc1	-19.0
CCOc1ccc(C=NOCC(=O)NCc2ccc3c(c2)OCO3)cc1OC	4.5
O=S(=O)(Cc1ccccc1)n1ccnc1	4.0
Cc1nc2ccccn2c(=O)c1NC(=O)Nc1ccc(OC(F)(F)F)cc1	-1.0
COC(=O)c1ccc(NC(=O)CC2CCCCN2S(=O)(=O)c2cccs2)cc1 (stereo not drawn)	25.0
CCOc1ccccc1NC(=O)Nc1ccc2c(c1)CCC(=O)N2	-10.0
O=C(/C=C/c1ccccc1)Nc1ccc2sccc2c1	-17.0
Cc1cccc(NC(=O)COc2cccc3ccc(N4CCC(Cc5ccccc5)CC4)nc23)c1C	0.0
CC(=NNC(=O)c1ccc(Cn2cc([N+](=O)[O-])cn2)o1)c1cccc(NC(=O)c2cccnc2)c1	-12.1
O=C(c1cc(Cl)sc1Cl)N(CC1CCCO1)c1nc2c(F)cc(F)cc2s1 (stereo not drawn)	-20.0
CCS(=O)(=O)c1ccccc1C(=O)N(Cc1ccccc1)c1nc2c(OC)ccc(OC)c2s1	6.0
Cn1c(=O)n(CCN2CCCCC2)c(=O)c2c1nc1n(-c3ccc(F)cc3)c(-c3ccccc3)cn21	-12.0

The list goes on:
Molecule	PriA SSB inh
Cc1cc(C(=O)NCCn2ccn3nc(-c4ccco4)cc23)no1	-3.0
O=C(N1CCC2(CC1)OCCS2)C1(c2ccc(F)cc2)CC1	1.0
Cc1ccc(NS(=O)(=O)c2ccc(NS(=O)(=O)c3ccc4c(c3)OCCO4)cc2)c(C)c1	7.0
CO[C@@]1(CNC(=O)c2cccn(C)c2=O)CCSC1	-13.0
O=C(N/N=C\c1c(O)ccc2ccccc12)c1cc2cc([N+](=O)[O-])ccc2s1	-6.0
O=C(Nc1nc(-c2cc3ccccc3o2)cs1)c1cccc(S(=O)(=O)N2CCOCC2)c1	41.2
COc1cc(OC)c(NC(=O)CS(=O)(=O)c2cccs2)cc1Cl	-4.0&6.0
O=C(Cc1ccc(F)cc1)Nc1nnc(-c2ccncc2)o1	-2.0
COc1cccc(C=NNC(=O)CN2CC(c3ccccc3)CC2=O)c1OC (stereo not drawn)	-17.8
CC(=Nn1c(C)cc(C)c(C#N)c1=O)c1cccs1	-1.1
CCOC(=O)N1CCN(C(=O)Nc2nc(CC(=O)Nc3ccc(F)c(F)c3)cs2)CC1	8.0
O=C(Cc1cccs1)NNC(=O)c1cccn(Cc2ccc(F)cc2)c1=O	-2.0

Carrying on.
Molecule	PriA SSB inh
CC(C)Sc1ccc(CC(=O)NCC2(c3ccc(F)cc3)CC2)cc1	-6.0
Cc1ccc(S(=O)(=O)Nc2nc(CCC(=O)NCCC3=CCCCC3)cs2)cc1	-10.0&2.0
CC(C)Sc1ccc(CC(=O)NC2CCCC(O)C2)cc1 (stereo not drawn)	-2.0
O=C(NCCc1ccccc1)N1CCC(COCc2ccc(F)cc2)CC1	-10.0
CN1CCc2cc(C(CNC(=O)C(=O)Nc3ccc(F)c(Cl)c3)N3CCCC3)ccc21 (stereo not drawn)	15.0
COCC(=O)N1C2CCC1CC(SC)C2 (stereo not drawn)	-9.0
COc1ccccc1-n1c(CNC(=O)COc2ccccc2)nnc1SCC(=O)Nc1nnc(C)s1	-11.0
CC(=NNC(=O)c1ccc(C)s1)c1cccc(NC(=O)c2ccoc2C)c1	3.0
CC(=NN1CCN(C)CC1)c1c(O)[nH]c(=O)[nH]c1=O	1.5
CO[C@@]1(CNC(=O)c2snnc2C)CCSC1	-17.0
CCOc1cccc(C=NN2C(C)CCCC2C)c1O (stereo not drawn)	4.1
CCN(CC)C(=O)CSc1nc2c(-c3ccccc3)c[nH]c2c(=O)n1C1CC1	-6.0

(continued)
Molecule	PriA SSB inh
Cc1cc(C(=O)Nc2ccc3nc(N4CCN(C)CC4)sc3c2)no1	-9.0&-8.0
C=CCn1c(SCCC(=O)Nc2ccc(OC)cc2)nc2scc(-c3ccc(F)cc3)c2c1=O	-5.0&2.0
O=c1ccc(-c2cccnc2)nn1CCNS(=O)(=O)c1cccc(F)c1	-3.0
COc1cncc(OC2CCCN(C(=O)c3ccc(OC)c(F)c3)C2)n1 (stereo not drawn)	-11.0
CCOC(=O)CSc1nnc(CNC(=O)c2ccc(OC)cc2)n1-c1cccc(C(F)(F)F)c1	1.0
O=C(c1ccc(Cl)s1)N1CCc2nc3ccccn3c(=O)c2C1	-17.0
Cc1cccc(CC(=O)NCCc2csc(-c3ccc(Cl)cc3)n2)c1	-15.0
COc1ccc2nc(-c3ccc(NC(=O)c4ccccc4F)cc3)cn2n1	-3.0
O=C(/C=C\c1ccco1)/C=C/c1ccc(-c2ccc(Cl)c(Cl)c2)o1	2.0
Cc1ccc(-c2c(C(=O)NCCCN3CCOCC3)sc3c2cnc2ccccc23)cc1C	-20.0
Cc1nn(C2CCS(=O)(=O)C2)c2nc(-c3ccc(F)cc3)cc(C(=O)O)c12 (stereo not drawn)	-7.0
O=C(c1c(F)cccc1F)N1CCN(c2ccc(-c3cccs3)nn2)CC1	18.0

Additional structures follow:
Molecule	PriA SSB inh
O=C(NN=C/C=C/c1ccccc1)c1ccncc1	7.9
COc1cc(C=NNc2nc3ccccc3[nH]2)ccc1O	23.2
O=C(c1ccc(=O)n(Cc2ccc(F)cc2)n1)N1CCN(c2ccc(F)c(Cl)c2)CC1	-8.0
Cc1cc(S(=O)(=O)Nc2ccccc2C(=O)O)ccc1F	-2.0
CCc1nnc2ccc(N3CCN(S(=O)(=O)c4ccc5ccccc5c4)CC3)nn12	15.0
COc1ncccc1C(=O)Nc1ccccc1-c1ccc(=O)n(C)n1	-8.0
CS(=O)(=O)C1CCN(C(=O)c2ccco2)CC1	-12.0
O=S(=O)(F)CCNc1ccc(Cl)cc1	-4.0
O=C(CSC1CCCC1)NCc1cncc(-c2cccs2)c1	5.0
COc1ccccc1/C=C/C1=NC(=C\c2coc3ccccc3c2=O)/C(=O)O1	-7.0
Cc1n[nH]c(C)c1S(=O)(=O)N1CCC(c2nnc(C3CC3)s2)CC1	-11.0
COc1ccc2cc(S(=O)(=O)n3ccnc3)ccc2c1	-3.0

(cont.)
Molecule	PriA SSB inh
CC1(C)C(C=C(Cl)Cl)C1C(=O)Nc1ccccc1Cl (stereo not drawn)	-2.0
CCCNC(=O)N1CCN(C)CC1	-16.0
O=C(NC(=S)NNC(=O)c1ccccc1I)c1cccnc1	50.8
COc1cc(NC(=O)N2CCC(Oc3cc(C)oc(=O)c3)CC2)cc(OC)c1	-8.0
O=C(O)c1ccc(C=NNc2ccccn2)cc1	-11.5
